Tb PFK inh: qHTS Assay to Find Inhibitors of T. brucei phosphofructokinase | ATP-dependent 6-phosphofructokinase (Trypanosoma brucei brucei), O15648 | Potency, µM (highest dose often 57.5 µM), without a hit: at the top dose activity, negative = inhibition, usual class: inhibitors | T. brucei PFK, ADP-Glo luminescence | 330,000 tested, 0.17% active;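 also: potency is read from the fitted curve at half-maximal effect; 0% = uninhibited 1x PFK enzyme wells and -100% = no-enzyme wells; nearly all actives have a fitted effect of over 60% in size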
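PFK 1.25 nM, F6P 0.5 mM, ATP 0.1 mM, 0.1 M TEA pH 8.0, 5 mM MgCl2, 0.01% Tween20, 0.1% BSA; 45 min RT. ADP-Glo readout. qHTS titration up to 57 uM; curves fitted, compounds curve-classed.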
Mito fusion yeast: qHTS Assay for Small Molecule Inhibitors of Mitochondrial Division or Activators of Mitochondrial Fusion; Potency, µM (titrated, usually from 46.1 µM), without a hit: top-dose growth rescue (activation), hits mostly activators; S. cerevisiae fusion-defective mutant growth rescue, CellTiterGlo 48 h; 320,000 tested, 0.23% active;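 also: potency is read from the fitted curve at half-maximal effect; % of control where 0% means no effect; nearly all actives have a fitted effect of over 45% in size; temperature-sensitive fusion mutants such as fzo1-1 at 37 °C on non-fermentable ethanol glycerol medium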
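S. cerevisiae fusion-defective temperature-sensitive mutants (e.g. fzo1-1, mgm1-5) grown 48 h at 37C in YPEG (ethanol/glycerol non-fermentable) medium with 23 nl compound per well; growth rescue read as CellTiterGlo luminescence.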
USP2a block: qHTS Assay for Inhibitors of Ubiquitin-specific Protease USP2a Using CHOP2 as the Reporter; 330,000 tested, 0.01% active; USP2 core, Ub-CHOP2 coupled fluorogenic reporter, 485/531; Potency, µM (titrated, usually from 38.3 µM), inactives show top-dose activity change, negative = inhibition, hits mostly inhibitors; AID 463254, 2010;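 also: potency is read from the fitted curve at half-maximal effect; plate controls were DMSO wells for no effect and full inhibition by NEM control for full effect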
Target sequence (O75604 whole entry, looked up): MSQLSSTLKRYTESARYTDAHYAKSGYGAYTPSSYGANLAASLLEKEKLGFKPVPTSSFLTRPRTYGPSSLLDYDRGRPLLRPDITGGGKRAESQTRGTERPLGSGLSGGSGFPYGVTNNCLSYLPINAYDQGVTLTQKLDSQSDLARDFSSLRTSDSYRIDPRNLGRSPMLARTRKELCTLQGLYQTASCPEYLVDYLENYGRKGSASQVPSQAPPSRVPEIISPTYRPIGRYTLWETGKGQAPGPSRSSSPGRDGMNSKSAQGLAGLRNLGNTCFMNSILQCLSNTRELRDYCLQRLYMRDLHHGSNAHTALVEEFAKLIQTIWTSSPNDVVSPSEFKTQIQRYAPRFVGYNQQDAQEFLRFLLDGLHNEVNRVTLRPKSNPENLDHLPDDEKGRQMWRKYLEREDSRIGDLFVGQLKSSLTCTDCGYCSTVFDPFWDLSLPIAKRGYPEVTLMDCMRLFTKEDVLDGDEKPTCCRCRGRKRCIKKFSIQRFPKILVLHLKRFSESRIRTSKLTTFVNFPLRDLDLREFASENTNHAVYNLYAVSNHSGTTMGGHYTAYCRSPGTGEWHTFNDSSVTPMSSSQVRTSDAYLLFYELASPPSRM
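Deubiquitinase activity read as fluorescence (485/531 nm) after Ub-CHOP2 cleavage activates the enterokinase reporter on its substrate; USP2 core 10nM, Ub-CHOP2 and substrate 25nM each, 30min compound preincubation then 60min RT; data normalized to NEM, curves fitted.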
Eya2 phos inh: qHTS Assay for Inhibitors of the Phosphatase Activity of Eya2; 330,000 tested, 0.006% active; recombinant Eya2, OMFP fluorescence dephosphorylation (OMFP is methylfluorescein phosphate); Potency, µM (highest dose often 76.9 µM), for inactives: top-dose activity, negative = inhibition, actives largely listed as inhibitors; AID 488837, 2010; Protein phosphatase EYA2 (Homo sapiens), O00167; also: potency is read from the fitted curve at half-maximal effect; % is scaled to controls: 0 for no effect and ±100 for the full control effect
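Eya2 protein (added as 0.2 uM solution) was preincubated with compound for 10 min at ambient temperature in 50 mM HEPES pH 7.5, 50 mM NaCl, 5 uM MgCl2, 0.05% BSA, 1 mM DTT. OMFP (added at 50 uM) then reacted 10 min; fluorescence read at 485/525 nm.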
B2AR arrestin: qHTS assay of beta-arrestin-biased ligands of beta2-adrenergic receptor | Beta-2 adrenergic receptor (Homo sapiens), P07550 | beta-arrestin recruitment to beta2AR, cell-based reporter | 330,000 tested, 0.02% active | Potency, µM (top dose mostly 46.1 µM), for the others: at the top dose activation, most hits filed as activators;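 also: potency is read from the fitted curve at half-maximal effect; 0% = DMSO controls and full agonism = EC100 isoproterenol or metaproterenol; nearly all actives have a fitted effect of over 65% in size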
uPA generation: qHTS for Inhibitors of Cell Surface uPA Generation; cell surface uPA generation assay, qHTS; Potency, µM (highest dose often 38.3 µM), for inactives: top-dose activity change, negative = inhibition, hits mostly inhibitors; 330,000 tested, 0.31% active; AID 540303, 2011; active = well fitted inhibition curve with a large enough effect; inconclusive = small, poorly fitted or top-dose-only effect; inactive = no such curve, though single readings can be large or run the other way; tested in mouse RAW 264.7 cells; also: potency is read from the fitted curve at half-maximal effect; % is scaled to controls: 0 for no effect and ±100 for the full control effect; nearly all actives have a fitted effect of over 55% in size
ELG1 repair inh: qHTS screen for small molecules that inhibit ELG1-dependent DNA repair in human embryonic kidney (HEK293T) cells expressing luciferase-tagged ELG1. HEK293T ELG1-luciferase reporter, luminescence, 16 h; DNA damage induced by 5-fluorouridine. Potency, µM (top dose mostly 46.1 µM), without a hit: at the highest dose activity change, negative = inhibition, usual class: inhibitors. 330,000 tested, 2.3% active. AID 504467, 2011; also: potency is read from the fitted curve at half-maximal effect; % is scaled to controls: 0 for no effect and ±100 for the full control effect; nearly all actives have a fitted effect of over 55% in size
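DMSO vehicle served as the neutral condition. Each well held 2,000 cells given 5-fluorouridine plus compound; after 16 hr at 37 °C/5% CO2, ONE-Glo was added and luciferase measured 30 min later.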
TCR activator: Activators of T cell receptors: qHTS campaign. primary human leukocytes, anti-CD3, IL-2 HTRF, 48 h. Potency, µM (series often up to 9.22 µM), inactives show top-dose activation of IL-2 secretion, hits mostly activators. 330,000 tested, under 10 active. AID 504894, 2011; also: % of control where 0% means no effect
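Primary human leukocytes receive a-CD3 beads and test compound and are incubated 48 hr. Secreted IL-2 is then assayed by HTRF, measuring 665nm acceptor emission after 320nm excitation of the europium donor.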
TSG101-PTAP inh: qHTS Assay for Iinhibitors of HIV-1 Budding by Blocking the Interaction of PTAP/TSG101. Potency, µM (top dose mostly 115 µM), without a hit: at the highest dose activity change, negative = inhibition, actives largely listed as inhibitors. AID 493005, 2010. 340,000 tested, under 10 active. Tumor susceptibility gene 101 protein (Homo sapiens), Q99816. Fluorescence polarization, FITC-PTAP peptide / Tsg101 binding; active = well fitted inhibition curve with a large enough effect in the main read-out, with a control signal flat, not every such curve was filed as active; inconclusive = small, poorly fitted or top-dose-only effect, or effect the other way, or a change in a side signal; inactive = no such curve, though single readings can be large or run the other way; also: potency is read from the fitted curve at half-maximal effect; % of control where 0% means no effect
Target sequence (Q99816 whole entry, looked up): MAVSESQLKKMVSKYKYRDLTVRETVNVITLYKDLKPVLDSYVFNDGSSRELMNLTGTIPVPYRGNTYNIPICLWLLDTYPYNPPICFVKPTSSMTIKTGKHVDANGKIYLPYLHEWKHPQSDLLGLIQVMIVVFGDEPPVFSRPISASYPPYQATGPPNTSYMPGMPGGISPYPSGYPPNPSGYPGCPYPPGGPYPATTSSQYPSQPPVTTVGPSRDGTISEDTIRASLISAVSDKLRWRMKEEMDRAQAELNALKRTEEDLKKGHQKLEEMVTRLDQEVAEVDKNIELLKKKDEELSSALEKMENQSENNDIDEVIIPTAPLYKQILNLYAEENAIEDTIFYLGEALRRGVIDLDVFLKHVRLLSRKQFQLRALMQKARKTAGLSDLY
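Tsg101 binding domain (10 uM final) was mixed with compound and a FITC-labeled PTAP peptide (50 nM final) in HEPES pH 7.5 buffer with NaCl, Tween 20, EDTA and TCEP; fluorescence polarization was read after 20 min at r.t.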
TSHR antag: Antagonists of the Thyroid Stimulating Hormone Receptor: HTS campaign; 330,000 tested, 0.2% active; AID 504810, 2011; Thyrotropin receptor (Homo sapiens), P16473; TSHR-expressing cells, TSH-stimulated cAMP HTRF, 2 h; stronger effect = lower value; activity change, negative = inhibition, % at 11.5 µM;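 active = activity change below a set negative limit, meaning inhibition stronger than a set level, cut at about -70% in these data; inconclusive = activity change between two set negative limits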; also: % is scaled to controls: 0 for no effect and ±100 for the full control effect
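Read-out is FRET at 665 nm (cryptate excitation 337 nm) from a cryptate-tagged anti-cAMP antibody, competed by cell cAMP against cAMP-d2. Compounds are tested on freshly harvested TSHR cells challenged with 4nM TSH (EC80) for 2 hours at 37 deg C.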
Chronic BCR inh: qHTS Assay to Find Inhibitors of Chronic Active B-Cell Receptor Signaling; AID 493014, 2011; 340,000 tested, 0.05% active; Potency, µM (titrated, usually from 46.1 µM), without a hit: at the top dose ratio change, negative = lower green/red ratio, usual class: inhibitors; ABC-DLBCL IkBa-CBG/CBR reporter, luminescence ratio, 4 h; active = well fitted inhibition curve with a large enough effect in the signal ratio, with a control signal flat, not every such curve was filed as active; inconclusive = small, poorly fitted or top-dose-only effect, or effect the other way, or a change in a side signal; the % refers to the signal ratio;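 also: potency is read from the fitted curve at half-maximal effect; plate controls were basal doxycycline-induced cells for no effect and cells given 10 µM MG132 for full effect; MG132 reads +100%, hits lower the ratio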
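Cell line TMD8 (human ABC DLBCL), stably expressing tet-inducible CBG68-IkBa fusion and CBR; IMDM/0.5% FBS; cpd up to 46 uM; dox induction, 4 h, 37C/5% CO2; dual luminescence; green/red ratio; MG132 control.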
The depositor's hits bear a star; ? = inconclusive; nt = no result given; [ ] = another dose, or the depositor's remark. Unless noted, calls follow the shape of the dose curve; as a rule, active = well fitted curve in the direction sought with a large enough effect; inconclusive = small, poorly fitted or top-dose-only effect, or another doubt; inactive = no such curve, though single readings can be large; an effect the other way counts as inactive or inconclusive.

SMILES	Tb PFK inh	Mito fusion yeast	USP2a block	Eya2 phos inh	B2AR arrestin	uPA generation	ELG1 repair inh	TCR activator	TSG101-PTAP inh	TSHR antag	Chronic BCR inh
COc1ccc(COC(=O)C2=C(C)NC(=O)NC2c2ccccc2F)cc1 (configuration not stated)	1%	-2%	1%	-4%	0.4%	8%	?	8%	0%	-3	-15%
CCc1cc(Cn2nc(-c3ccccc3)cc2C(=O)NCC2CC2)on1	0%	11%	2%	-11%	0.0%	11%	-26%	2%	nt	-3	?
O=C1NC2(CCCCCCC2)C(=O)N1Cc1ccc(F)cc1	-1%	4%	2%	11%	0.3%	2%	1%	-3%	0%	-7	8%
N#Cc1ccccc1Cn1c(=O)n(CCC(=O)NCc2ccco2)c(=O)c2ccccc21	-1%	-1%	8%	-4%	-0.2%	-1%	-4%	1%	70%[activator]	-1	-1%
Cc1ccc(NC(=S)NCCO)c(C)c1	-7%	9%	0%	7%	-0.1%	5%	13%	0%	-5%	-2	1%
NC(=O)CSc1nnc(NC(=O)c2ccc3ccccc3c2)s1	?	-16%	1%	1%	-1.5%	-8%	?	-9%	-2%	-8	?
CC1=C(C(=O)OC2CCCCC2)C(c2ccco2)C2=C(CC(C)(C)CC2=O)N1 (configuration not stated)	0%	0%	0%	15%	0.2%	-3%	?	-1%	-1%	-8	1%
CCc1cccc(NC(=O)CCCN2C(=O)NC(C)(C)C2=O)c1	0%	-1%	1%	18%	0.0%	3%	3%	3%	0%	2	?
Cc1ccc(S(=O)(=O)NCC(c2cccnc2)N2CCOCC2)cc1 (configuration not stated)	-4%	3%	-1%	-5%	-0.2%	11%	6%	-3%	-4%	-2	-7%
CN1CCc2c(C#N)c(N3CCOCC3)nc(NCC3CCCO3)c2C1 (configuration not stated)	0%	0%	2%	-1%	0.2%	-3%	-1%	-5%	-10%	2	-12%
C[C@H](CO)N1C[C@H](C)[C@@H](CN(C)S(=O)(=O)c2cccs2)Oc2ccc(NS(=O)(=O)c3ccccc3)cc2CC1=O	0%	nt	0%	5%	0.1%	8%	?	-2%	-1%	4	-3%
O=C(Nc1ccc(Cl)cc1)C1C2C=CC3(O2)C1C(=O)N(CCCN1CCCCC1)C3C(=O)NC1CCCCC1 (configuration not stated)	0%	-4%	4%	1%	-0.1%	1%	-4%	-7%	1%	-6	-4%
CCC(=O)N1CCc2cc(S(=O)(=O)CCC(=O)N3CCN(c4ccccc4)CC3)ccc21	-1%	15%	0%	1%	0.1%	2%	-14%	5%	0%	-12	-17%
Cc1nc(-c2ccccc2)sc1C1(C)CC(c2c(Cl)cccc2Cl)=NO1 (configuration not stated)	12%	?	-9%	-5%	-0.7%	?	6%	-2%	-5%	-5	?
Cc1cccc(NC(=S)Nc2cccc(C(F)(F)F)c2)n1	-3%	-3%	1%	-6%	-1.6%	11%	?	5%[46.1 µM]	0%	7	?
COc1cc(N)c(Cl)cc1C(=O)OCC(=O)Nc1ccc(N2CCOCC2)cc1	-2%	nt	1%	3%	-0.1%	10%	?	nt	-5%	-8	-1%
CC(OC(=O)C1CSC2(c3ccc(F)cc3)CCC(=O)N12)C(=O)NC(N)=O (configuration not stated)	-2%	-5%	2%	2%	0.1%	4%	6%	0%	0%	19	?
Cc1ccc(C(=O)NCCNC(=O)c2ccccc2)cc1	0%	-11%	2%	-9%	-1.1%	2%	11%	-1%	1%	11	-13%
Cc1ccc(CNS(=O)(=O)c2ccccc2[N+](=O)[O-])cc1	6%	9%	3%	-6%	-1.1%	6%	1%	-1%	-3%	10	-1%
O=C(c1ccc2nccnc2c1)N1CCN(c2cccc(C(F)(F)F)c2)CC1	7%	-3%	-1%	17%	-0.1%	-23%	0%	-1%	18%	3	-5%
COc1ccc(-c2oc(NC(=O)CSc3nncn3C)c(C#N)c2-c2ccc(OC)cc2)cc1	1%	-3%	1%	17%	-0.9%	-3%	18µM*	-2%	-7%	-22	14%
CCCCn1c(N)c(N(CCOC)C(=O)C2CCN(S(=O)(=O)c3ccc(C)cc3)CC2)c(=O)[nH]c1=O	-14%	6%	2%	-4%	0.2%	3%	?	6%	-2%	31	12%
COc1ccc(S(=O)(=O)Nc2cc(C(=O)NC(C)C)ccc2N2CCOCC2)cc1	-2%	-1%	-1%	-1%	0.1%	-29%	1%	1%	-9%	0	?
CC(=O)Nc1ccc(NC(=O)C(C)OC(=O)CNC(=O)c2ccc(-c3ccccc3)cc2)cc1 (configuration not stated)	-5%	-3%	1%	9%	0.0%	-11%	?	2%	-1%	-1	10%
Cc1cnc(=O)[nH]c1SCc1ccc(C(F)(F)F)cc1	0%	?	1%	-13%	0.3%	1%	15%	-12%	-5%	-2	6%

The closing 2 entries of the part above are carried over, then new ones follow.
SMILES	Tb PFK inh	Mito fusion yeast	USP2a block	Eya2 phos inh	B2AR arrestin	uPA generation	ELG1 repair inh	TCR activator	TSG101-PTAP inh	TSHR antag	Chronic BCR inh
CC(=O)Nc1ccc(NC(=O)C(C)OC(=O)CNC(=O)c2ccc(-c3ccccc3)cc2)cc1 (configuration not stated)	-5%	-3%	1%	9%	0.0%	-11%	?	2%	-1%	-1	10%
Cc1cnc(=O)[nH]c1SCc1ccc(C(F)(F)F)cc1	0%	?	1%	-13%	0.3%	1%	15%	-12%	-5%	-2	6%
CC(=O)N1CCN(CC(=O)Nc2cccc(S(=O)(=O)N3CCCCCC3)c2)CC1	-2%	0%	1%	-12%	-0.9%	-1%	9%	0%	-2%	-5	-6%
CC(C)Cc1nnc(NC(=O)CSc2ccccn2)s1	-5%	0%	0%	-7%	0.2%	-7%	?	2%	-8%	1	?
O=C1/C(=C/c2cccs2)CCc2ccccc21	-23%	-3%	-9%	-5%	0.5%	-3%	?	-2%	-3%	-7	2%
CC(=O)Nc1ccc(NC(=O)C(OC(=O)c2ccccc2)C(OC(=O)c2ccccc2)C(=O)O)cc1 (configuration not stated)	1%	0%	-3%	-7%	-0.3%	0%	-14%	1%	0%	1	-9%
Cc1nnc(SCC(=O)NC(=O)Nc2ccc3c(c2)OCCO3)s1	1%	-2%	8%	9%	0.2%	nt	?	-1%	0%	-3	?
COc1ccc(-c2nn(-c3ccccc3)cc2C(=O)NCCCn2ccnc2)cc1	-9%	6%	2%	1%	0.4%	-2%	-18%	2%	-9%	-16	-1%
CC(C)(C)OC(=O)C[C@H]1C/C=C\C[C@@H](CC(=O)N(CCO)Cc2ccccc2)C(=O)N[C@@H](Cc2ccccc2)COC1=O	-8%	nt	2%	3%	0.4%	-2%	?	1%	nt	-8	0%

Single values from the entries so far.
Under B2AR arrestin, `O=C1/C(=C/c2cccs2)CCc2ccccc21` has 0.5%
Under B2AR arrestin, `COc1ccc(-c2nn(-c3ccccc3)cc2C(=O)NCCCn2ccnc2)cc1` has 0.4%
Under TCR activator, `Cc1nnc(SCC(=O)NC(=O)Nc2ccc3c(c2)OCCO3)s1` has -1%

Source: PubChem

This is a random part of the collection. About 3% of those tested had a hit in this group.
